# Tat export inh = E. coli Tat transport inhibition | inhibition, % at 10 µM | 0.036% of 340,000 active | AID 488895 | E. coli MC4100 TorA-mCherry Tat export, fluorescence;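 active = mean replicate inhibition at least 50% and at least half of replicates individually reaching 50%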;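 also: exported cargo escapes ClpAP degradation while cytoplasmic cargo is degraded and loses fluorescence; 0% = median of neutral control wells and 100% = median of NaSCN control wells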
# E coli growth = reduces bacterial viability in AddAB counter-screen; 0.27% of 330,000 active; E. coli V3065 growth, OD600 absorbance, 18 h; inhibition, % at 11.9 µM;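 active = inhibition above the campaign's mean inhibition across all tested compounds plus 3 SD, cut at about 9.9% in these data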;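 also: uninfected addAB+ strain grown without phage in ampicillin broth; 0% = DMSO wells and 100% = ciprofloxacin 0.95 µg/ml wells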
# PfHsp90 set2 = growth inhibition of yeast expressing Plasmodium Hsp90. S. cerevisiae expressing PfHsp90, BacTiter-Glo ATP, 48 h; yeast lacking PDR1 and PDR3 efflux regulators. inhibition, % at 9.4 µM. 0.32% of 310,000 active. AID 504621;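 active = every replicate shows inhibition above about 80%, whatever the replicate mean, limit read from the data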;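 also: 0% = DMSO neutral controls and 100% = 20 µM radicicol positive controls; yeast relying on Plasmodium falciparum Hsp90 in place of its own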
# AddAB inh = less growth of phage-infected E. coli with AddAB; E. coli expressing H. pylori AddAB, absorbance growth; inhibition, % at 11.9 µM; 0.29% of 330,000 active; AID 435030; in the data active = inhibition above about 12%;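 also: 0% = vehicle wells of infected cells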
# OPRM1-OPRD1 inv = mu-delta opioid heterodimer inverse agonism. P35372+P41143. cell-based MOR-DOR heterodimer luminescence. inhibition, % at 9.3 µM. 0.21% of 340,000 active; in the data active = inhibition above about 22%, passing the limit was not always enough;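 also: 0% = cells with DMSO and 100% = wells without cells with DMSO; values of inactives mirror those of a sister screen read the other way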
# Target sequence (P35372 whole entry, looked up): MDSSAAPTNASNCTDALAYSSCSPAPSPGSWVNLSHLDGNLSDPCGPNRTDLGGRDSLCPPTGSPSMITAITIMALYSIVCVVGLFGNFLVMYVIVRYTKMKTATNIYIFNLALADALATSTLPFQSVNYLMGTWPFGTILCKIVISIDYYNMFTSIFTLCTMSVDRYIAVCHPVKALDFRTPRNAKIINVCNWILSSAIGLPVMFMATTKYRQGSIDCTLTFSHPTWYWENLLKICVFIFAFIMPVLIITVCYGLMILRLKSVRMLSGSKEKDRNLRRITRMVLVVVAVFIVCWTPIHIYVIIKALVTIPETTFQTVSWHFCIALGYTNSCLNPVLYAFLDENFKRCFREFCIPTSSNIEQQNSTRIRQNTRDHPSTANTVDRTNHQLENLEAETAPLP
# Target sequence (P41143 whole entry, looked up): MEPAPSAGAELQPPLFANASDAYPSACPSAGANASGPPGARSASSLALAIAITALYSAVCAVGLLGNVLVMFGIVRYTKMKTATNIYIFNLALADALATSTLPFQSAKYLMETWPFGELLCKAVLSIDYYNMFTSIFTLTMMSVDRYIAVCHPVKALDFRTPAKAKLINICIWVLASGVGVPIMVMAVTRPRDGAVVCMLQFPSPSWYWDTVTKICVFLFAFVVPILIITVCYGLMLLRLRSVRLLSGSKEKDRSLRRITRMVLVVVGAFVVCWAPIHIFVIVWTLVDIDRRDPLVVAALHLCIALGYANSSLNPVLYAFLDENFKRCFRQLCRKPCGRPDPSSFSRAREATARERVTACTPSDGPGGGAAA
# SUMO Mot1 rescue = SUMOylation pathway inhibition by Mot1-301 growth rescue; S. cerevisiae Mot1-301 growth rescue, ATP luminescence, 38.5C; percent above DMSO median, 100 means doubled; growth rescue, % at 18.8 µM; 1% of 320,000 active;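 active = every valid replicate shows activation above 250% relative to neutral control wells; inactive = the rest, any valid replicate at or below 250%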;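 also: OY570 slx delta 5 strain wells were the positive control but not used for scaling; some compounds called inactive have numbers as strong as hits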
# PKA-R1A activ = activates the PKA-R1A holoenzyme complex. activation, % at 11.4 µM. PKA-R1A dissociation, Cy5-IP20 fluorescence polarization; scaled: DMSO 0%, 113 µM cGMP 100%. 0.083% of 340,000 active. AID 504707;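 active = percent activation above the mean of all tested compounds plus 3 SD, cut at about 19% in these data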;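 also: higher means more PKAc released from R1A so a rise in polarization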
# MOR-DOR ag = OPRM1-OPRD1 heterodimerization agonism; AID 504326; 0.3% of 340,000 active; cells, luminescence; activation, % at 9.3 µM; in the data active = activation above about 18%;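 also: 0% = vehicle-treated cells and 100% = reference agonist; values of inactives mirror those of a sister screen read the other way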
# Arrestin-AP2 inh = inhibitors of human beta-arrestin and AP2 interaction; 0.31% of 340,000 active; AID 504490; inhibition, % at 10 µM; FITC-arrestin peptide / GST-AP2 beads, flow cytometry; AP2 beta2 appendage carries R879A mutation;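 active = inhibition above a set limit, near 3 SD of compounds lacking own fluorescence, cut at about 54% in these data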;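 also: plate controls were DMSO wells for no effect and 5 µM unlabelled arrestin peptide for full effect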
#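 System: GST-tagged AP2 beta2-adaptin appendage (R879A) on 4 µm glutathione beads / Reagent: FITC-arrestin peptide, 50 nM / Detection: HyperCyt-sampled flow cytometry, FL1 channel, ex 488/em 535 nm / Timing: 12 min plus 1 h, RT / Buffer or medium: PBS plus Tween 20 (0.05%) and BSA (0.1%)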
# phage Ecoli inh = E. coli growth loss with phage present | growth absorbance | inhibition, % at 11.9 µM | 0.26% of 360,000 active; in the data active = inhibition above about 11%
# Pemphigus Ab inh = human desmoglein-3 autoantibody binding inhibition. AID 588358. DSG3-coupled beads, scFv-anti-DSG3-GFP binding, flow cytometry; hits give low values. 0.48% of 310,000 active. binding (percent of control), % at 10 µM;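 active = binding more than 3 SD below its plate's average and above zero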;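 also: hits lower antibody fragment binding to DSG3; some compounds called inactive have numbers as strong as hits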
# An asterisk follows results filed as active; nt = not tested or not shown. Rows are unselected. Share with any hit: about 2.8%.
SMILES,Tat export inh,E coli growth,PfHsp90 set2,AddAB inh,OPRM1-OPRD1 inv,SUMO Mot1 rescue,PKA-R1A activ,MOR-DOR ag,Arrestin-AP2 inh,phage Ecoli inh,Pemphigus Ab inh
Cc1ccc(N2CC(C(=O)N3CCC(c4nc5ccccc5[nH]4)CC3)CC2=O)cc1C (stereo not drawn),2.4,-1.2,9.3,1.7,4.5,6.4,2.7,-0.7,24.9,-1.2,99.9
Nc1c(C(=O)O)cnc2c(-c3ccc(Cl)cc3)cnn12,-5.7,1.2,-9.5,-0.3,18.9,-11.0,-8.0,-3.7,-10.0,4.3,102.9
COC(=O)C1=C(CSc2nc3c(cc2C#N)CN(C)CC3)OC(N)=C(C#N)C1c1ccc(F)cc1 (stereo not drawn),4.7,0.0,19.9,-0.2,-9.7,-7.1,-15.2,1.9,14.0,2.5,130.8
COc1ccc(NC(=O)[C@@H]2[C@@H]3C(=O)N(C4CCCCC4)C(=O)[C@@H]3C3c4ccccc4C=CN32)cc1 (stereo partly drawn),-2.4,0.2,8.3,0.6,12.7,-5.6,-7.2,-3.1,-6.2,2.2,nt
COc1ccc2[nH]c(=O)c(CN(CCc3cccc(C)c3)C(C)=O)cc2c1,3.7,0.3,-33.0,-0.8,11.8,-17.7,2.2,-2.4,0.6,-0.8,97.1
O=C(CN1C(=O)c2ccccc2C1=O)N1CCOCC1,1.0,-0.8,0.6,2.8,17.1,2.5,7.0,-4.1,-2.0,3.3,106.7
COc1ccc(CN2CCN(CCCCOc3ccc(Cl)cc3)CC2)c(OC)c1OC,3.4,-0.5,-0.6,0.5,7.2,-7.0,-11.2,-1.1,-1.4,-1.2,97.2
CC(C)(C)OC(=O)N(CCc1ccccc1)Cc1cccc(OCc2cccc(NC(=O)C3CCC3)c2)c1,-1.7,nt,-8.4,nt,2.3,nt,10.7,-0.5,-15.1,2.1,104.7
CCc1c(C)c2ccc(O)c(CN3CCCC3)c2oc1=O,1.1,nt,-4.1,nt,7.2,7.0,-1.9,-1.5,-6.9,3.2,117.8
Cc1cc2n(n1)C(c1c[nH]c3ccccc13)Nc1ccccc1-2 (stereo not drawn),11.6,-1.0,125.2*,-0.3,4.4,-13.1,-23.0,-0.8,0.1,nt,101.5
COCC(=O)N[C@@H]1c2ccccc2CC[C@@H]1OCc1ccccc1,1.0,1.2,4.3,1.9,9.0,nt,1.1,-1.7,5.8,3.1,112.1
COc1ccc2nc(/C=N/NC(=O)CCNC(=O)OC(C)(C)C)ccc2c1,3.6,-1.5,-6.7,3.8,14.5,-2.4,-1.9,-2.9,20.4,0.2,nt
O=C(NCCOc1ccc(F)cc1)C1CCC(=O)N(CCN2CCOCC2)C1 (stereo not drawn),-0.5,-1.1,-8.8,1.1,-1.4,82.9,-8.0,0.3,14.4,-1.8,nt
CCOC(=O)N1CCN(c2cc(=O)n(Cc3ccc(F)cc3)c(=O)[nH]2)CC1,17.7,0.2,26.0,-0.2,12.9,14.8,-0.3,-2.2,4.2,0.3,101.7
Cn1c(NC(=O)C(C)(C)Oc2ccc(Cl)cc2)cc(=O)n(C)c1=O,1.3,-0.3,-19.7,-0.6,12.3,27.2,-3.6,-2.4,0.9,3.7,99.4
c1ccc(CCn2c(SCc3ccccc3)nnc2-c2ccncc2)cc1,8.3,0.0,20.8,0.4,3.3,25.7,-9.8,-0.6,5.2,0.9,101.5
COc1cccc(NC(=S)N2CCN(C(c3ccccc3)c3ccccc3)CC2)c1,2.2,0.1,0.6,3.6,8.7,-3.9,-7.2,-1.7,9.9,5.8,84.6
CCN(CC)S(=O)(=O)c1ccc(NC(=O)c2cc(=O)[nH]c3ccccc23)cc1,7.9,3.0,16.7,2.3,9.4,-0.8,11.1,-1.9,3.4,-2.9,94.5
CCN1CCN(c2ccc(NC(=O)c3cccc4ncccc34)cc2)CC1,-2.0,-1.2,nt,-0.2,8.9,3.0,-11.8,-1.6,8.1,1.2,125.7
Cc1ccc2[nH]c(O)c(N=NC(N)=S)c2c1,1.6,3.5,-24.2,1.6,19.5,-16.2,-5.4,-3.7,-0.9,2.4,92.6

# Grouped by structure: those above with fluorine (three)
SMILES,Tat export inh,E coli growth,PfHsp90 set2,AddAB inh,OPRM1-OPRD1 inv,SUMO Mot1 rescue,PKA-R1A activ,MOR-DOR ag,Arrestin-AP2 inh,phage Ecoli inh,Pemphigus Ab inh
COC(=O)C1=C(CSc2nc3c(cc2C#N)CN(C)CC3)OC(N)=C(C#N)C1c1ccc(F)cc1 (stereo not drawn),4.7,0.0,19.9,-0.2,-9.7,-7.1,-15.2,1.9,14.0,2.5,130.8
O=C(NCCOc1ccc(F)cc1)C1CCC(=O)N(CCN2CCOCC2)C1 (stereo not drawn),-0.5,-1.1,-8.8,1.1,-1.4,82.9,-8.0,0.3,14.4,-1.8,nt
CCOC(=O)N1CCN(c2cc(=O)n(Cc3ccc(F)cc3)c(=O)[nH]2)CC1,17.7,0.2,26.0,-0.2,12.9,14.8,-0.3,-2.2,4.2,0.3,101.7

# Further structures
SMILES,Tat export inh,E coli growth,PfHsp90 set2,AddAB inh,OPRM1-OPRD1 inv,SUMO Mot1 rescue,PKA-R1A activ,MOR-DOR ag,Arrestin-AP2 inh,phage Ecoli inh,Pemphigus Ab inh
Cc1ccc(/C=[N+](\[O-])c2ccc(N(C)C)cc2)c2nsnc12,-8.9,nt,108.6*,nt,-19.5,nt,-115.0,3.7,-1.5,6.2,123.1
O=C(CNC(=O)c1cc(=O)[nH]c2ccccc12)Nc1ccc(F)c(F)c1,-3.7,-0.3,9.2,-0.9,17.0,-2.6,-11.6,-3.2,20.4,3.9,98.0
N#CC1(Cc2ccccc2)c2ccccc2C=CN1C(=O)c1ccccc1 (stereo not drawn),-0.4,2.0,-30.5,0.5,-13.5,-12.3,2.9,2.4,0.1,2.2,96.7
O=C1CC(N2CCCCC2)C(=O)N1c1ccccc1 (stereo not drawn),-0.6,0.8,9.2,0.3,8.6,-12.0,6.0,-1.6,-4.4,1.9,98.7
COc1cccc2c1cc1c(=O)n(CC(=O)N3CCC(C)CC3)nc(C)n12,0.1,-0.5,-6.4,0.4,-1.4,-14.7,3.5,0.3,15.0,1.8,104.0
Cc1cc(=O)oc2cc(OCC(=O)N3CCOCC3)ccc12,-0.5,nt,-2.2,nt,7.5,nt,-5.4,-1.2,0.5,1.0,83.3
CSc1ccccc1NC(=O)Nc1cccc(Cl)c1Cl,11.6,1.1,-12.1,-2.3,-38.3,13.3,8.9,7.2,7.2,1.6,104.5
CCOCC(=O)Nc1nc2ccc(OCC)cc2s1,-2.2,-0.2,29.1,-1.7,16.0,-20.9,10.0,-2.6,-0.8,4.1,105.6
CCCNC(=O)C1CN(C(=O)c2nn(Cc3ccccc3)c(=O)c3ccccc23)c2ccccc2O1 (stereo not drawn),7.3,2.1,-2.7,2.7,3.7,-16.2,-0.2,-0.7,29.1,-2.3,100.1
Cc1cccc(C)c1NC(=O)C(NC=O)c1ccccc1 (stereo not drawn),-0.9,-1.4,9.7,2.9,10.3,31.6,-4.2,-2.5,5.7,0.9,nt
CC(C)(ONC(=O)Nc1ccccc1Cl)C(=O)O,-0.7,-1.4,-8.0,0.1,-1.8,15.9,-8.4,0.4,33.2,-0.4,117.0
COc1ccc([N+](=O)[O-])cc1NC(=S)NC(NC(C)=O)C(Cl)(Cl)Cl (stereo not drawn),-3.4,1.2,3.7,0.3,9.3,nt,2.7,-1.8,7.0,1.1,85.0
O=S(=O)(CCN1CCSCC1)c1ccc(Cl)cc1,-2.1,-1.9,4.8,0.3,19.0,6.6,-16.4,-3.7,-13.9,-0.5,97.3
O=C(O)c1cc2c(cc1Cl)N1CCCCCC1=NS2(=O)=O,-4.3,-0.9,24.5,2.8,1.3,-4.0,-2.3,-0.2,-12.7,0.5,90.5
O=C(NC1CCCC1)c1n[nH]c2ccccc12,3.6,1.0,2.2,-0.5,13.2,192.3,-5.0,-2.6,1.8,4.3,102.0
COc1ccc(NC(=O)c2ccc3ccccc3n2)cc1S(=O)(=O)N1CCCCC1,0.9,2.1,-37.0,0.3,9.5,-6.0,-2.6,-1.7,5.5,2.3,133.1
COc1ccc2[nH]c(=O)c(CN(C(=O)NC3CCCCC3)C3CCCC3)cc2c1,0.7,-1.9,12.5,1.6,14.6,184.3,-0.2,-3.3,-5.5,1.7,100.9
CSC(=Nc1ccccc1)C1=C(O)COC1=O,1.7,-0.3,-38.7,4.0,3.8,-12.0,-6.4,-0.9,15.6,0.5,nt
COC(=O)c1ccccc1NC(=O)C1CCN(c2ncnc3c2nc2n3CCCCC2)CC1,6.8,-1.3,19.8,-0.8,6.9,5.2,4.2,-1.4,13.9,2.4,104.2
C=CCn1c(COc2ccccc2)nc2ccccc21,-0.4,-0.4,-7.7,0.2,13.2,7.4,-8.0,-2.9,-3.6,1.6,100.5
O=C1CCCc2c1nc(-c1ccc([N+](=O)[O-])cc1)n2O,1.6,3.7,1.0,2.3,12.4,-8.9,-15.9,-2.5,17.1,3.5,113.8
Cc1nn(C)c(C)c1/C=C(\C#N)C(N)=O,-4.2,0.5,20.5,3.5,8.8,-13.5,-2.6,-1.7,0.7,2.7,107.6
N=c1c2cn[nH]c2nc(SCC(=O)c2ccc(Br)cc2)n1-c1ccc(Br)cc1,1.1,-0.7,-25.7,0.8,-0.2,-8.3,3.9,0.0,74.0*,0.3,102.9
COc1ccc(OCc2nnc(SCC(=O)c3ccccc3)o2)cc1,-1.0,-3.9,-31.0,3.8,5.3,38.4,-9.3,-0.9,2.9,4.2,101.1
CC(C)(C)NC(=O)c1cccc(NC(=O)Cc2ccc(Br)cc2)c1,-5.4,0.9,27.1,2.4,-1.7,-3.2,-0.2,0.3,3.6,5.1,124.2
Clc1ccccc1-c1nnc2sc(-c3ccccn3)nn12,8.9,nt,-12.7,nt,9.1,nt,7.2,-1.9,-1.1,0.6,97.4
COc1cc2c(cc1OC)-c1cc(OCc3ccccc3Cl)nc(=O)n1CC2,1.0,0.5,nt,0.3,-12.2,-1.0,4.0,2.2,1.6,0.6,100.8
O=C(COC(=O)c1ccc(O)cc1)NCCc1c[nH]c2ccccc12,-0.1,0.5,-10.8,1.6,14.1,3.0,10.3,-3.8,2.8,1.2,105.9

# Compound activity deposited in PubChem by several laboratories.
